# HT1080 IDH1KD tx = HT-1080 IDH1 knockdown cell toxicity (counter line). Potency, µM (doses to about 46.1 µM), for inactives: at the highest dose activity, negative = toxicity, most hits filed as cytotoxic. hit rate 2% among 360,000. HT-1080 IDH1 knockdown viability, ATP luminescence, 48 h;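 also: potency is read from the fitted curve at half-maximal effect; 0% = DMSO wells and -100% = cell-free medium wells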
#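 CellTiter-Glo luminescence after 48 h compound exposure at 37 degrees C of IDH1-knockdown HT-1080 cells in 5% FBS RPMI. %Activity scaled between DMSO wells and cell-free media wells, with curves fitted and assigned curve classes.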
# KB-V1 MDR tox = KB-V1 MDR subline cytotoxicity; Potency, µM (titrated, usually from 46.1 µM), inactives show at the top dose activity change, negative = cytotoxicity, usual class: cytotoxic; hit rate 3.4% among 400,000; KB-V1 MDR cells viability, CellTiter-Glo, 72 h; also: potency is read from the fitted curve at half-maximal effect; % is scaled to controls: 0 for no effect and ±100 for the full control effect; nearly all actives have a fitted effect of over 60% in size
#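 Cytotoxicity via CellTiter-Glo luminescence after 72 h compound exposure at 37 degrees C. Cells: drug-selected KB-V1 line, DMEM phenol-red free plus 10% FBS. Compounds tested at multiple concentrations; normalized data fitted to concentration-effect curves.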
# IL1B secr inh = inhibitors of inflammasome signaling (IL-1 beta secretion) | THP-1 LPS/ATP IL-1B secretion, AlphaLISA, 16 h; stronger effect = lower value | activity change, % at 57.5 µM | hit rate 4.7% among 360,000; in the data active = activity change below about -50%; inconclusive = mostly about -30% to -49%; also: % is scaled to controls: 0 for no effect and ±100 for the full control effect
#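 THP-1 cells pretreated 1 hr with compounds (up to 57.5 uM final), then stimulated with LPS (250 ng/mL final) plus ATP (1.25 mM final); secreted IL-1B measured by AlphaLISA after 16 hr, decreased signal indicating inhibition.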
# SW480 rereplic = induces DNA re-replication in SW480 colon adenocarcinoma cells; Potency, µM (doses to about 46.1 µM), for the others: top-dose re-replication activation, actives largely listed as activators; hit rate 1.8% among 340,000; SW480 DNA re-replication, Hoechst DNA content imaging, 48 h; also: potency is read from the fitted curve at half-maximal effect; % of control where 0% means no effect; nearly all actives have a fitted effect of over 55% in size
#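 Compounds, transferred as 23 nL by pin tool, were incubated with cells for 48 hr; DNA content per nucleus was then quantified by Hoechst staining and fluorescence plate imaging.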
# HEK293 tox = cytotoxic in the GLP-1 receptor inverse agonist counter-screen. AID 624418. hit rate 0.13% among 410,000. HEK293 cAMP-luciferase reporter cells, luminescence, 24 h. Potency, µM (series often up to 38.3 µM), without a hit: at the highest dose activity change, negative = inhibition, hits mostly inhibitors;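 also: loss of luciferase light is scored as toxicity; potency is read from the fitted curve at half-maximal effect; % is scaled to controls: 0 for no effect and ±100 for the full control effect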
#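 Compound-treated cells are incubated 24 hr at 37 deg C under 5% CO2 after a 12 hour attachment period, then luciferase detection reagent is added and luminescence is measured following 12 min at room temperature; lowered signal indicates toxicity.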
# KB-3-1 cytotox = KB-3-1 parental cell cytotoxicity; Potency, µM (top dose mostly 46.1 µM), inactives show at the top dose activity change, negative = cytotoxic, hits mostly cytotoxic; AID 1347075; hit rate 1.4% among 400,000; KB-3-1 viability, CellTiter-Glo ATP luminescence, 72 h; also: potency is read from the fitted curve at half-maximal effect; % is scaled to controls: 0 for no effect and ±100 for the full control effect; nearly all actives have a fitted effect of over 60% in size
#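 Cells are dispensed, compounds pinned in, plates held at 37 °C for 72 h, then CellTiter-Glo is added and luminescence read after 10 minutes. Cell line: parental KB-3-1 in phenol-red-free DMEM, 10% FBS.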
# HT1080-NT tox = kills 2HG-producing HT-1080-NT fibrosarcoma cells; Potency, µM (titrated, usually from 46.1 µM), for the others: top-dose activity, negative = less viability, hits mostly cytotoxic; HT-1080-NT fibrosarcoma viability, CellTiter-Glo ATP luminescence, 48 h; hit rate 1.6% among 360,000;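 also: NT is the 2HG producing partner of a matched IDH1 knockdown line; potency is read from the fitted curve at half-maximal effect; 0% = DMSO-treated cells and -100% = media-only wells without cells; nearly all actives have a fitted effect of over 55% in size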
#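 Toxicity toward the 2HG-producing NT line was scored as %Activity, normalised to DMSO and no-cell wells, from CellTiter-Glo luminescence after 48 hours' treatment.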
# MCF10A rereplic = induces DNA re-replication in MCF 10a normal breast cells | hit rate 2.9% among 350,000 | Potency, µM (highest dose often 46.1 µM), for inactives: top-dose activity, positive = re-replication, usual class: activators | MCF 10A DNA re-replication, Hoechst nuclear intensity, 48 h; also: potency is read from the fitted curve at half-maximal effect; % of control where 0% means no effect; nearly all actives have a fitted effect of over 50% in size
# D3 ag = activates the human D3 dopamine receptor; max activation, %; hit rate 0.58% among 410,000; D3R DiscoveRx beta-arrestin cells, luminescence, 90 min; P35462; in the data active = max activation above about 30%; also: 0% is about no effect; mostly tested at two doses, the higher about 12 µM
# Target sequence (P35462 whole entry, looked up): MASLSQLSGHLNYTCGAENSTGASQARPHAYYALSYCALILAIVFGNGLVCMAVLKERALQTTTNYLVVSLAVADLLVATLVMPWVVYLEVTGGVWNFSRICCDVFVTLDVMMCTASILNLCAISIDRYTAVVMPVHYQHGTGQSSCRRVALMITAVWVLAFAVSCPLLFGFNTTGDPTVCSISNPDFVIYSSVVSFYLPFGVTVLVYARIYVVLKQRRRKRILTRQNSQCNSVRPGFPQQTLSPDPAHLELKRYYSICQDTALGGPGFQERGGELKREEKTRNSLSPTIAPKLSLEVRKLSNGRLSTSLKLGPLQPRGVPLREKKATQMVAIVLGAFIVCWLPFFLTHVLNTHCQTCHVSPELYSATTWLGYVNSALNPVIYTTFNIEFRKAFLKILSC
#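 Cells at 1500/well, incubated overnight, then treated with pinned compounds (dopamine as control) for 90 min at 37 degrees C. DiscoveRx reagent added for 30 - 60 minutes at room temperature; luminescence read.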
# * hit, by the source's call; u = inconclusive; x = no result given; [ ] = remark or other dose. Unless noted, calls follow the shape of the dose curve; as a rule, active = well fitted curve in the direction sought with a large enough effect; inconclusive = small, poorly fitted or top-dose-only effect, or another doubt; inactive = no such curve, though single readings can be large; an effect the other way counts as inactive or inconclusive.
item	canonical_smiles	HT1080 IDH1KD tx	HEK293 tox	SW480 rereplic	D3 ag	HT1080-NT tox	KB-3-1 cytotox	IL1B secr inh	MCF10A rereplic	KB-V1 MDR tox
1	COc1ccc(N(C(=O)COc2ccc(C)cc2)S(=O)(=O)c2ccc(C)cc2)cc1	3%	-12%	62%	0	7%	6%	15	2%	16%
2	COc1cccc(CNC(=O)N[C@@H](C)C(=O)O)c1	19%	8%	-9%	4	1%	1%	8	-4%	12%
3	O=C(CNC(=O)c1ccc(Br)o1)Nc1ccncc1	14%	-10%	-69%[inhibitor]	0	3%	1%	33	-2%	10%
4	COc1ccccc1N1CCN(/N=C/c2cc(OC)c(O)c(OC)c2)CC1	6%	-1%	-6%	3	14%	-1%	6	0%	9%
5	Cc1nn(CC(=O)NCCCN2CCN(Cc3ccccc3)CC2)c(=O)c2cc(-c3ccccc3)nn12	1%	8%	-11%	-17	2%	-13%	5	-5%	6%
6	CCN(CC)S(=O)(=O)c1ccc(NC(=O)CN(c2cccc(C)c2)S(C)(=O)=O)cc1	u	5%	2%	3	-8%	2%	-9	0%[9.22 µM]	-12%
7	CCN1c2ccccc2-c2nc(SCC(=O)Nc3cccc(C)c3C)ncc2S1(=O)=O	x	-2%	x	4	x	-18%	x	x	-20%
8	CCCCCCNCC1OCc2ccccc2CO1	-4%	-15%	0%	-19	-10%	1%	-6	12%	-23%
9	O=C(NC1CCCCC1)C(c1ccc(F)cc1)N(CCCN1CCOCC1)C(=O)c1ccc(CN2CCOCC2)o1 (stereo not drawn)	17%	-10%	-1%[9.22 µM]	-14	7%	u	-1	5%	2%
10	Cc1cc(C)c2[nH]c(=O)c(C(c3nnnn3C(C)(C)C)N(Cc3ccco3)CC3CCCO3)cc2c1 (stereo not drawn)	-3%	-19%	-1%	1	12%	-2%	-14	-13%	19%
11	Cc1cc(OCCCC(=O)NCCc2ccccn2)ccc1Cl	-11%	-2%	-3%	2	-1%	5%	22	8%	u
12	O=C(CCc1nc2ccccc2[nH]1)Nc1ccc(F)cc1	0%	5%	-6%	-9	24%	-1%	-2	0%	12µM*
13	OCC1(CCOc2ccccc2)CCN(Cc2cc(Cl)ccc2O)CC1	-27%	-2%	-7%	-11	u	-14%	u	u	u
14	O=C(O)Cc1csc(NC(=O)CSc2cccc(C(=O)O)n2)n1	8%	-13%	9%	8	4%	13%	15	4%	0%
15	CCc1ccc(NC(=O)CNCc2ccc(OC)c(OC)c2)cc1	-2%	4%	-3%	-5	-3%	13%	-21	6%	2%
16	COc1cc2c(cc1OC)CN(C(=O)C1CCCN1S(=O)(=O)c1ccc(F)cc1)CC2 (stereo not drawn)	22%	6%	-1%	-16	14%	15%	-9	0%	u
17	CCC1(c2ccccc2)NC(=O)N(CC(=O)N2CC(=O)Nc3ccccc32)C1=O (stereo not drawn)	-8%	2%	3%	7	-6%	1%	1	9%	0%
18	O=C(c1ccc(CSc2ccccc2)cc1)N1CCN(c2ccccc2)CC1	0%	-7%	-11%	-8	3%	-2%	-13	11%	-4%
19	CCc1[nH]c(=S)c(C#N)c(-c2ccccc2)c1C(=O)OC	15%	1%	0%	-3	20%	9%	0	12%	0%
20	CN(CC(=O)Nc1cccc(F)c1)CC(=O)Nc1ccccc1Oc1ccccc1	0%	-9%	4%	-4	1%	-3%	-20	u	-7%
21	Cc1cnc(NC(=O)c2ccc(-c3nc4ccccc4s3)o2)s1	6%	9%	6%	-2	14%	-8%	5	-1%	0%
22	CCC(C)n1c(=N)c(C#N)cc2c(=O)n3cccc(C)c3nc21 (stereo not drawn)	12%	7%	-8%	7	8%	-4%	11	u	-21%
23	CC(Sc1nc2ccccc2s1)C(=O)N(C)Cc1ccccc1 (stereo not drawn)	-23%	7%	6%	2	-20%	-21%	-67*	16%	u
24	CSc1ccccc1NC(=O)COC(=O)c1ccc(-n2nc(C)cc2C)cc1	7%	6%	-3%	6	0%	x	-1	u	x
25	CC(C)(C)c1cc(NC(=O)CCSc2nnc3ccccn23)cc(C(C)(C)C)c1	u	-1%	u	14	-19%	-2%	18	3%	3.7µM*

# (next part)
item	canonical_smiles	HT1080 IDH1KD tx	HEK293 tox	SW480 rereplic	D3 ag	HT1080-NT tox	KB-3-1 cytotox	IL1B secr inh	MCF10A rereplic	KB-V1 MDR tox
26	COc1cccc(C(=O)NC(=S)Nc2ccc(Cl)c(C(=O)O)c2)c1	0%[9.24 µM]	-2%	-5%	-16	0%	0%	33	4%	0%
27	CC(=O)Oc1ccc(/C=C2\N=C(C3CCCCC3)OC2=O)cc1	15%	-6%[7.66 µM]	0%	3	0%	u	-4	1%	5%
28	COc1ccc2oc(C(=O)Nc3nccs3)c(C)c2c1	-10%	5%	-63%[inhibitor]	6	8%	0%	6	16%	21%
29	Cc1ccc(CN(C(=O)COc2ccc([N+](=O)[O-])cc2)c2ccccn2)cc1	x	1%	x	0	x	-18%	x	x	u
30	Cc1ccc(S(=O)(=O)c2cn(Cc3cccc(F)c3)c3cc(N4CCCC4)c(F)cc3c2=O)cc1	x	1%	x	4	x	-15%	x	x	-13%
31	Cc1nnsc1S(=O)(=O)Cc1ccccc1Cl	6%	-7%	1%	2	7%	5%	-28	-1%	-22%
32	O=C1CC(c2ccccc2)CC(O)=C1C=NC1CCCCC1 (stereo not drawn)	u	-23%	8%	-13	-15%	1%	0	-2%	6.5µM*
33	O=C(/C=C/c1ccco1)NC(=S)Nc1ccc(O)c(-c2nc3ccccc3s2)c1	u	-9%	u	-7	u	5.8µM*	26	8.2µM*	u
34	Cc1nn(-c2ccccc2)c(N2CCCC2)c1/C=N/NC(=S)Nc1cc(C(F)(F)F)ccc1Cl	1%	-2%[1.53 µM]	u	1	6%	u	6	u	-26%
35	COc1ccc(CN2CCCC(C(=O)N3CCc4ccccc4C3)C2)cc1OC (stereo not drawn)	-1%	-16%	-3%	-19	0%	10%	15	11%	18%
36	Cc1ccc(C)c(-c2csc(Nc3ncccn3)n2)c1	3%	15%	-1%	2	0%	-1%	-5	0%	1%
37	Cc1ccc2c(C)c(C(=O)Nc3ccc(S(N)(=O)=O)cc3)oc2c1C	-6%	12%	u	7	0%	-6%	-29	u	0%
38	O=C(Nc1ccccc1C(=O)O)c1ccc(CN2C(=O)c3ccccc3C2=O)cc1	3%	3%	5%[1.84 µM]	13	4%	2%	16	-6%	6%
39	Cc1ccc(C)c(/C(O)=C2\C(=O)C(=O)N(Cc3cccnc3)C2c2cccnc2)c1 (stereo not drawn)	13%	-11%	-2%	0	16%	19%	26	u	12%
40	O=c1c(-c2ccccc2Cl)c[nH]n1-c1ccccc1	11%	3%	-10%	8	13%	-2%	29	4%	2%
41	CC(OC(=O)CNC(=O)c1ccccc1)C(=O)Nc1ccc(S(=O)(=O)N2CCOCC2)cc1 (stereo not drawn)	3%	-8%	-3%	1	6%	9%	-3	0%	10%
42	O=C(Nc1ccc(Cc2ccncc2)cc1)C1CCC(N2C(=O)C3CCCCC3C2=O)CC1 (stereo not drawn)	-14%	3%	-25%	14	-7%	1%	-13	1%	0%
43	O=C(Nc1ccc(S(=O)(=O)NC2=NCCCCC2)cc1)C1COc2ccccc2O1 (stereo not drawn)	9%	-5%	-6%	3	22%	-12%	13	6%	-40%
44	Cc1ccc(-c2nnc(N3CCOCC3)c3ccccc23)cc1S(=O)(=O)N(C)C	17%	8%	-3%	-14	21%	-12%	-6	-2%	-17%
45	CCCC(=O)Nc1ccc2c(c1)nc(CN1CCN(C(=O)OCC)CC1)n2CC	u	-27%	9.2µM*	-10	u	3.3µM*	75	7.3µM*	-3%
46	O=C(CSc1nnc2c(Cl)cc(Cl)cn12)NC1CCS(=O)(=O)C1 (stereo not drawn)	22%	-8%	-10%	0	14%	4%	-12	29%	6%
47	O=C(Nc1ccc2c(c1)OCO2)C(=O)c1c[nH]c2ccccc12	u	-10%	2%	-3	u	6.5µM*	-8	16%	0%
48	Cc1cc(N2C(=O)CC(N3CCN(c4ccc(C(=O)c5cccs5)cc4)CC3)C2=O)no1 (stereo not drawn)	2%	16%	-1%	3	-6%	19%	-18	1%	0%
49	Cc1cccc(C(=O)OC2CCOC2=O)c1C (stereo not drawn)	18%	11%	-14%	1	-5%	u	10	9%	-9%
50	COC(=O)CC1Oc2ccc(C)cc2-n2cc(-c3ccc(F)cc3)nc21 (stereo not drawn)	x	2%	x	-11	x	-10%	x	x	-23%

# Next part.
item	canonical_smiles	HT1080 IDH1KD tx	HEK293 tox	SW480 rereplic	D3 ag	HT1080-NT tox	KB-3-1 cytotox	IL1B secr inh	MCF10A rereplic	KB-V1 MDR tox
51	CCn1c(=O)c(=O)n(CC)c2cc(S(=O)(=O)N3CCc4ccccc43)ccc21	-16%	-11%	u	-8	-24%	21µM*	-3	2%	u
52	CNC(=S)Nc1cccc2[nH]ncc12	-7%	7%	-6%	0	0%	7%	-17	3%	3%
53	COc1ccc(-n2nc(C(=O)NCCc3cccc(C)c3)c3c4ccccc4n(C)c3c2=O)cc1Cl	x	1%	x	-7	x	23%	x	x	10%
54	O=c1[nH]c2ccccc2n1Cc1ccc(Cl)cc1	-13%	-3%	-3%	10	-14%	-14%	-4	-6%	u
55	O=C(c1ccc(S(=O)(=O)N2CCOCC2)cc1)N(Cc1ccco1)Cc1cccs1	-18%	2%	-1%	1	-1%	-9%	u	-3%	u
56	Cc1ccc(NC(=O)c2c(C(F)(F)F)nn(C)c2SCc2ccc(Cl)cc2)cc1C	u	2%	u	-21	u	u	-21	u	8.2µM*
57	CC[C@]12c3[nH]c4cc(CCC(=O)N(C)C)ccc4c3CCN1C(=O)[C@@H](CC(=O)NCCN1CCOCC1)C[C@@H]2C(=O)N1CCN(C(=O)C2CC2)CC1	13%	5%	-49%[inhibitor][9.22 µM]	-20	18%	1%	-13	9%	8%

# Bioassay records (PubChem)

# Rows are unselected; overall some 11% were active at least once.
